Compound activity (PubChem BioAssay)
HIF-2a inh: HIF-2a reporter inhibitors, primary screen, luminescence, 786-0 RCC cells; 786-0 RCC cells HIF-2a reporter, luciferase luminescence, overnight; inhibition, % at 18.8 µM; hit rate 0.72% among 360,000;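 active = inhibition of the luminescence signal of 40% or more relative to plate controls, in a single-dose primary screen at 18.75 µM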
NR2E3 ag-1: NR2E3 agonists in two-hybrid cells, primary screen, cell-based, luminescence, CHO-S, Gal4-NCOR/VP16-NR2E3. Photoreceptor-specific nuclear receptor (Homo sapiens), Q9Y5X4. luciferase. inhibition of corepressor binding, % at 3.98 µM. hit rate 0.35% among 360,000. AID 602229, 2012;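 active = inhibition above the mean of all tested compounds plus 3 SD, cut at about 70% in these data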;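 note: 0% = DMSO with NR2E3 transfected cells and 100% = cells lacking NR2E3 construct; higher means lower luciferase signal from less NR2E3 corepressor binding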
Target sequence (Q9Y5X4 whole entry, looked up, the tested form may be a part): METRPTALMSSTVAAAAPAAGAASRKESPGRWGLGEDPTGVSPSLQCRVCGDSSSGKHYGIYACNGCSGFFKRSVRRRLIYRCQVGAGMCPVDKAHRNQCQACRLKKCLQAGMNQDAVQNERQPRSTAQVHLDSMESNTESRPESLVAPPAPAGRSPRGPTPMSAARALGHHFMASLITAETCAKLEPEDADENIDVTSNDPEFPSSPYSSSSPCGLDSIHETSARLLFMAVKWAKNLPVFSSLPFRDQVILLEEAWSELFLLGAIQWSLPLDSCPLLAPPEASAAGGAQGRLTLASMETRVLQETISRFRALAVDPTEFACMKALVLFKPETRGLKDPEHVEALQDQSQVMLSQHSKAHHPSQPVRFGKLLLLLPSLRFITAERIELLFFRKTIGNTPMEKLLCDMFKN
Shn3 3UTR inh: reduction of Shn3 3'UTR firefly luciferase signal, primary screen, Schnurri-3 inhibitor project, cell-based, Clone20 osteoblasts, set 2 | Clone20 osteoblast Shn3 3'UTR firefly luciferase, 24 h | inhibition, % at 12.5 µM | hit rate 0.52% among 360,000 | AID 588674, 2011;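 active = mean inhibition of at least 75% with every replicate also reaching 75%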;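 note: 0% = median of neutral control wells and 100% = pilot-screen positive control compound; some compounds past the cut are filed as inactive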
PDI turbidity: inhibitors of human PDI, primary screen, biochemical, turbidity, single point, plate reader; inhibition, % at 10 µM; Protein disulfide-isomerase (Homo sapiens), P07237; PDI insulin aggregation turbidity, A650, 90 min; hit rate 0.052% among 350,000;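 active = mean inhibition across replicates of 30% or more, whatever share of single replicates reach that level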;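 note: absorbance from insulin aggregation driven by PDI reduction with DTT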
Target sequence (P07237 whole entry, looked up): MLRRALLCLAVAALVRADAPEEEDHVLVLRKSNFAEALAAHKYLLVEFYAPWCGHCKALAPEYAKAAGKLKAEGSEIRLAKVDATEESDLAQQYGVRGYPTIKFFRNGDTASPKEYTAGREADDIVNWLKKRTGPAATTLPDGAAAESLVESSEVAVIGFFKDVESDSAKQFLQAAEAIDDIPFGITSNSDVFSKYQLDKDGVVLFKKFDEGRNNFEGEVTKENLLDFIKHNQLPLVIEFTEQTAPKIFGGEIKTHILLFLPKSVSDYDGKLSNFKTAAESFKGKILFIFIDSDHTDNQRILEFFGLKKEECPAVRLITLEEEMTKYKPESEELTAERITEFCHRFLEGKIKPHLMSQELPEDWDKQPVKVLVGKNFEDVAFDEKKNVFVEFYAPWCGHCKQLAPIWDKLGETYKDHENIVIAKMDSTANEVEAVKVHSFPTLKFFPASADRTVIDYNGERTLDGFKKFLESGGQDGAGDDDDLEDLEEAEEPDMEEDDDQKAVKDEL
TRPM1 prom inh: inhibitors of MITF-dependent TRPM1 promoter reporter, primary screen, cell-based, SK-MEL-5, single point, luciferase | AID 488899, 2010 | hit rate 0.83% among 330,000 | SK-MEL-5 TRPM1 promoter luciferase, 24 h | inhibition, % at 12.5 µM;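 active = mean inhibition across replicates of 60% or more, whatever share of single replicates reaches that level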; note: values of inactives mirror those of a sister screen read the other way
hiPSC survival: enhancers of single-cell hiPSC survival, primary screen, ATPlite luminescence; 100% = ROCK inhibitor wells, 0% = DMSO; survival enhancement, % at 20 µM; hit rate 0.044% among 360,000; in the data active = survival enhancement above about 18%;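 note: cells exposed to compounds for 16 hours before the ATP read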
NR2E3 ag-2: inhibitors of NR2E3-RetCOR corepressor binding, primary screen, NR2E3 agonist project, biochemical, TR-FRET, GST-NR2E3, biotin-RetCOR. Photoreceptor-specific nuclear receptor (Homo sapiens), Q9Y5X4. 1536-well. inhibition of corepressor binding, % at 4.78 µM. hit rate 0.12% among 320,000. AID 2300, 2010;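 active = percent inhibition above the cutoff of mean plus 3 SD of all tested compounds, set per screening campaign, cut at about 20% in these data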;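 note: 0% = DMSO wells and 100% = biotin wells as full block of FRET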
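System: GST-tagged NR2E3 plus biotinylated RetCOR corepressor; Buffer or medium: pH 7.5 Tris-based buffer; Probe or stimulus: RetCOR corepressor, biotinylated, 7 nM; Doses: compound at 4.8 µM, single dose; Schedule: 5 h incubation at 4 °C; Technique: time-resolved FRET; Evaluation: percent inhibition of TR-FRET ratio; Replication: one well per compound, singlicate testing.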
Peg3 prom inh: Peg3 promoter-driven luciferase inhibitors, primary screen, cell-based, HeLa, luciferase luminescence; hit rate 1.7% among 360,000; inhibition, % at 20 µM; HeLa PEG-Prom luciferase reporter, overnight;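 active = inhibition of at least 50% at 20 µM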
H9c2 protect: cardioprotection against H2O2-induced cell death, primary screen, uHTS, H9c2 cells, ATPLite luminescence. H9c2 cardiomyocytes, H2O2 injury protection, 2 h. protection from H2O2 cell death, % at 20 µM. hit rate 0.63% among 360,000. AID 588492, 2011;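 active = compounds giving at least 50% protection of heart cells from peroxide-induced death in the single-dose screen, raw or plate-pattern-corrected value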;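 note: 0% = DMSO wells with peroxide and 100% = DMSO wells without peroxide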
CaV13 FRET inh: Primary screen for inhibitors of IQ motif and Ca2+-dependent inactivation inhibitor domain binding in CACNA1D, Förster resonance energy transfer in living cells, …; HEK cells, CFP/YFP FRET ICDI-IQ, plate reader, 10 min; percent FRET-ratio fall versus neutral wells; inhibition, % at 12.3 µM; hit rate 0.098% among 340,000; AID 743397;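 active = mean replicate inhibition of at least 30% and at least 1% of replicates passing that level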;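 note: 0% = median of the neutral control wells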
m5-HT2A agonist: mouse Htr2a agonists via beta-arrestin recruitment, primary screen, cell-based, luminescence | 5-hydroxytryptamine receptor 2A (Mus musculus), P35363 | CHO-K1 mHTR2A beta-arrestin complementation; percent of 30 µM serotonin response | activation, % at 7.6 µM | AID 624169, 2012 | hit rate 0.66% among 360,000;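 active = activation above a run cutoff, the mean activation of all tested compounds plus 3 SD, cut at about 14% in these data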;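 note: 0% = plate median of compound wells and 100% = 30 µM serotonin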
* hit, by the source's call; nt = not tested or not shown.

Every second line gives: HIF-2a inh	NR2E3 ag-1	Shn3 3UTR inh	PDI turbidity	TRPM1 prom inh	hiPSC survival	NR2E3 ag-2	Peg3 prom inh	H9c2 protect	CaV13 FRET inh	m5-HT2A agonist
Cc1ccc2c(C(=O)CN3CCCCC3)c(C)[nH]c2c1
→ 14	-5	-4	5	-8	-0.4	0	9	2	-5	0
CCc1ccc(NC(=O)Cn2nc(C(F)(F)F)c3c2CCC3)cc1
→ 11	-11	6	-5	-7	-2.4	1	1	-2	-4	4
O=C1NCCO1
→ 6	-4	3	6	7	-0.2	5	16	1	-5	-5
Cc1ccc(NC(=O)/C=C/C(=O)O)c([N+](=O)[O-])c1
→ 7	-50	-7	5	-10	0.6	0	-10	8	-7	3
CCOC(=O)c1c(C)c(C(=O)NCc2ccco2)c(C)n1C
→ 9	-12	13	-6	-4	-0.7	-1	-5	3	-4	1
Brc1cnc(N2CCCC2)nc1N1CCOCC1
→ 17	-8	17	-12	15	1.1	0	5	3	-2	0
CC1(C)OC(=O)C(=CNCCc2ccc(O)cc2)C(=O)O1
→ 5	-36	-17	11	4	-1.0	-1	0	2	-4	3
CCCCN(CC)S(=O)(=O)c1ccc(C(=O)N=c2sc3cc(NC(C)=O)ccc3n2C)cc1
→ -1	-1	-1	-5	8	-3.2	-4	5	3	-5	2
COc1cc(/C=C/c2ccc3cccc(OC)c3n2)c(O)c([N+](=O)[O-])c1
→ 7	-24	14	-4	7	0.0	-1	36	-5	-4	-1
O=C1N(c2ccc(Cl)c(Cl)c2)CN(Cc2ccccc2)CN1n1cnnc1
→ 18	-12	9	8	-5	1.8	-1	5	1	-4	-1
Cc1ccc(S(=O)(=O)N(C)c2ccccc2C(=O)Nc2ccc(F)cc2F)cc1
→ 28	-24	2	8	2	0.4	nt	19	8	-2	-4
Cc1ccc(C2CC(=O)Nc3sc(C(N)=O)c(N)c32)cc1 (centres undefined)
→ 8	-6	4	0	-3	1.7	-3	1	-2	-8	1
O=C1CCN(Cc2ccc(O)cc2)CCN1[C@H](CO)Cc1ccccc1
→ 10	-4	-9	-20	-5	-3.0	3	-6	0	-6	5
Cc1ccc(O)c(Nc2c3ccccc3nc3ccccc23)c1
→ 10	23	4	-8	-1	-0.6	0	61*	-19	-12	-6
C=CCn1c(C)c(/C=C/c2cc[n+](C)cc2)c2ccccc21
→ 17	10	-2	-1	56	-0.4	-8	34	-16	-15	-3
COc1cccc(N2CCN(C3CC(=O)N(c4ccc(C)c(Cl)c4)C3=O)CC2)c1 (centres undefined)
→ 16	-32	-6	-4	-13	-0.7	0	17	-5	-8	3
CC(NC(=O)CC(c1ccccc1)c1cc(Cl)ccc1O)c1ccccc1 (centres undefined)
→ 34	-11	1	-26	-2	-0.9	-2	46	-4	-5	-3
Cc1ccc(N(C(=O)Cn2nnc3ccccc32)C(C(=O)NCc2ccccc2)c2ccccn2)cc1 (centres undefined)
→ 20	-15	7	7	13	-0.3	1	4	7	-19	3
CN1c2ccccc2C(=O)/C(=C\Nc2ccc(F)cc2F)S1(=O)=O
→ 15	-6	-8	2	-1	-0.1	4	6	16	-5	-2
CN(C(=O)CCn1c(=S)oc2ccccc21)c1ccc(F)cc1
→ 19	12	-20	-7	3	1.3	3	24	13	4	1
O=C(Cc1cccs1)N/N=C/C=C/c1ccccc1
→ 9	-3	4	-12	-3	4.1	-3	-7	-2	-5	-1
O=C(OC(C(=O)NCc1cccs1)c1ccccc1Cl)c1ccco1 (centres undefined)
→ 13	-9	-12	-2	1	1.1	2	13	-1	-8	2
Cc1ccc(COC(=O)CCCN=C2NS(=O)(=O)c3ccccc32)cc1
→ 12	-3	0	-8	1	-0.4	-5	0	-12	-6	0
COc1ccc(NC(=O)C[C@H]2C(=O)N(Cc3ccccc3)C[C@@H]2Cc2ccccc2)cc1
→ -12	-25	14	10	nt	1.3	nt	12	2	-11	-3
Cc1cc(NC(=O)CCN2CCC(C(N)=O)CC2)ccc1Br
→ 7	5	2	-5	3	-2.0	4	4	10	-5	9
CCCn1c(C(=O)OC)cc2c1ccn2-c1ccc(F)cc1
→ -46	-26	30	17	-8	-1.5	2	-9	-7	-5	-2
COc1ccc(N2CCN(S(=O)(=O)c3cccc4nsnc34)CC2)cc1
→ 15	8	8	1	2	0.2	0	8	-2	nt	-1
O=c1cc(-c2ccc(F)cc2)oc2ccccc12
→ -200	-60	-28	-8	-13	4.3	-1	-223	35	nt	0
COC(=O)[C@@H](NC(=O)NCCC1=CCCCC1)C(C)C
→ 10	-6	-6	10	-1	-0.5	-1	7	1	0	1
CCOC(=O)C(=O)Nc1nnc(C2CCCCC2)s1
→ 8	2	-7	-5	6	2.2	-1	-2	8	-4	1
COc1cccc(C(=O)N2CCC[C@H]2C(=O)N2CCC[C@H]2C(=O)NCc2ccccn2)c1
→ 15	-12	nt	nt	nt	0.0	nt	nt	nt	-7	2
COc1ccc(C(=O)CSc2nnc(-c3cnccn3)n2Cc2ccco2)cc1
→ 4	0	-8	-5	-3	1.1	-3	-4	10	-4	0
O=C(/C=C/c1ccc(Br)o1)NCc1ccccc1
→ -28	-16	-32	12	3	-0.5	2	-7	1	-6	4
O=C(COc1ccc(Cl)cc1)Nc1ccc2c(c1)nc1n2CCOC1
→ -18	-3	7	-3	-13	0.4	0	0	3	-4	-5
CCCc1cc(-n2ccnc2)n2c(nc3ccccc32)c1C#N
→ 7	-41	2	-2	6	-4.4	0	2	-8	-2	-2
N#CC1=C(N)SC(N)=C(C#N)C1C1C=CCCC1 (centres undefined)
→ 13	-1	12	1	16	-1.9	4	1	-9	-6	-3
Cc1ccc(NC(=O)CCNS(=O)(=O)c2ccc(OC(F)(F)F)cc2)c(O)c1
→ 1	3	-13	-11	-6	-0.3	2	-2	-10	-5	-2
OC(c1ccccc1)(c1nc(-c2ccc3ccccc3c2)cs1)C(F)(F)F (centres undefined)
→ -82	-2	-10	-6	nt	1.8	nt	-40	-16	-10	-7
CCOc1ccc(NS(=O)(=O)c2ccc3c(c2)N(C(C)=O)CCS3)cc1
→ 1	55	30	1	0	-0.6	3	11	-7	-2	-3
Cc1ccc(S(=O)(=O)N2CCOCC2)cc1C(=O)NCC1CCCCC1
→ 12	-13	8	-1	3	0.1	-4	-1	-4	-6	1
C=CC[C@H](CC(=O)N(CCO)Cc1ccccc1)C(=O)N[C@@H](COC(=O)[C@@H](CC=C)CC(=O)OC(C)(C)C)Cc1c[nH]c2ccccc12
→ 0	-5	3	5	8	2.1	nt	29	-2	-11	-3
CCN1C(=O)[C@@H]2[C@@H](c3ccc(-c4cccc(Cl)c4)c(OC)c3)N3CCCC[C@@]3(C(=O)OC)[C@@H]2C1=O
→ 17	8	9	-3	-3	-1.3	3	19	-1	-9	-3
CCc1ccc(C2c3[nH]c4ccccc4c3CCN2C(=O)c2cc[n+]([O-])cc2)cc1 (centres undefined)
→ 16	-13	nt	-4	35	-0.6	1	14	8	-5	-7
CN1OC[C@@H]2CN(C(=O)C(C)(C)C)[C@H](c3cccc(N4CCOCC4)c3)C[C@@H]21
→ 4	-28	-1	-3	-7	-0.7	nt	11	2	-6	-5
O=C(Nc1ccc(N2CCOCC2)cc1Cl)C1CCN(C(=O)OCc2ccccc2)CC1
→ 20	-17	22	0	9	0.0	-5	9	-4	-5	-2
CCCCN(C)CCCNC(=O)c1cc(-c2cccs2)nc2ccccc12
→ 15	-21	-26	-1	-25	0.4	-3	11	8	-4	-9
O=C(NCCc1c[nH]c2ccccc12)C1CCN(S(=O)(=O)c2ccccc2F)CC1
→ 7	-1	13	7	26	-0.7	-1	18	14	5	-9
Cc1sc(NC(=O)c2ccc(OCC(C)C)cc2)c(C(N)=O)c1-c1ccc(Cl)cc1Cl
→ 29	-1	16	-7	-2	4.8	1	22	-10	nt	-2
O=C(O)CCC(NC(=O)C1CCCN1C(=O)OCc1ccccc1)C(=O)O (centres undefined)
→ 22	7	-9	7	6	4.9	6	9	5	-5	5
COc1ccc(NS(=O)(=O)c2ccc(NC(=S)NC(=O)CC(C)C)cc2)cc1
→ 25	16	32	-10	6	-1.2	-1	11	-23	nt	1
CCCCOC(=O)CN1C(=O)c2ccc(C(=O)OCCCC)cc2C1=O
→ 21	-1	-1	-4	5	1.0	-1	9	-4	nt	0
COC(=O)c1cc(-c2ccccc2)on1
→ 22	-18	3	6	-2	-1.3	0	4	-8	-4	11
CCOc1ccc(C(=O)NCC(=O)OCc2c(C)noc2C)cc1
→ 16	3	5	-3	-4	1.9	3	8	4	-5	1
